CHO parental Ca: ATP-evoked calcium signal inhibitors, parental CHO, primary screen, counter-screen for OX1R antagonist project, cell-based, fluorescence, Fluo-8 calcium dye. parental CHO-K1, ATP-induced calcium, Fluo-8 fluorescence. inhibition, % at 5.6 µM. 330,000 tested, 0.63% active. AID 463079, 2010;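 active means inhibition above that plate's mean sample inhibition plus 3 SD, cut at about 26% in these data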;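 further: 0% = ATP-challenged DMSO wells and 100% = DMSO wells without ATP; some compounds past the cut are filed as inactive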
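Test system: parental CHO cells; detection: calcium-sensitive Fluo-8 fluorescence; evaluation: percent inhibition of calcium signal; also added: ATP as calcium-mobilizing challenge; repeats: one well per compound; control set: ATP-challenged DMSO wells low, unchallenged DMSO wells high; compound: single nominal dose of 5.6 µM per compound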
TAAR1 ag: human TAAR1 agonists, primary screen, Fluo-8 calcium fluorescence, CHO RD-HGA16 cells. Trace amine-associated receptor 1 (Homo sapiens), Q96RJ0. vehicle wells 0%, saturating PEA agonist 100%. activation, % at 3 µM. 360,000 tested, 0.99% active;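 active means activation above the mean activation of all test compounds in the run plus 3 SD, cut at about 38% in these data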
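System: CHO-derived RD-HGA16 cells with stable Gα16 and human TAAR1. Times: 17-24 h plating, Fluo-8 75 min 37 °C, 30 min RT. Measured by: calcium-sensitive Fluo-8 signal, excitation 470-495, emission 515-575 nm. Read-out basis: % activation relative to PEA EC100 response. Control set: DMSO and PEA EC100. Repeats: no replicates (n 1).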
CHRM1 antagonist: human M1 muscarinic receptor antagonists, primary screen, CHO-K1 cells, Fluo-8 calcium fluorescence, 1536-well | inhibition, % at 3 µM | CHO-K1 hM1, ACh EC80 antagonist | 360,000 tested, 1.3% active;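 active means percent inhibition above its own plate's cutoff, namely the mean of that plate's compound wells plus 3 SD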;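 further: peak over basal fluorescence ratio during 140 s after agonist addition; 0% = ACh EC80 plus DMSO and 100% = DMSO alone without agonist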
Target sequence (P11229 whole entry, looked up): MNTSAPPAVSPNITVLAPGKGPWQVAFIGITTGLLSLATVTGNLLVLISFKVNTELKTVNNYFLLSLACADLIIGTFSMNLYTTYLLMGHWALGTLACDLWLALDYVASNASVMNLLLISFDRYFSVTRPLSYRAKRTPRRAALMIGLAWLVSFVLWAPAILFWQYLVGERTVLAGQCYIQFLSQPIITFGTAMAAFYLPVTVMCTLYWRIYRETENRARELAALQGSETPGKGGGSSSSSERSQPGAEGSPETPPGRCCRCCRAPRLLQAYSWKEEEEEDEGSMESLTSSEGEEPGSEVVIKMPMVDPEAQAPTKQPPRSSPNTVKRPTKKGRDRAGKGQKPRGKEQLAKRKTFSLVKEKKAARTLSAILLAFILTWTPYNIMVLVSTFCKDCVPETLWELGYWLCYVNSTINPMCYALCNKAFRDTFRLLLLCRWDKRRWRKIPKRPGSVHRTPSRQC
CHO-K1 Ca antag: nonselective inhibitor or artifact in parental CHO-K1 cells | inhibition, % at 3 µM | AID 602250 | 360,000 tested, 0.6% active | ATP-induced calcium, Fluo-8 fluorescence;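 active means inhibition above a per-plate cutoff, the plate's mean sample inhibition plus 3 SD, cut at about 24% in these data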;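 further: 0% = DMSO plus EC80 ATP and 100% = DMSO alone without ATP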
CHRM1 agonist: human M1 muscarinic receptor agonists, primary screen, Fluo-8 calcium fluorescence, CHO-K1 cells, HTS; AID 588814, 2011; 360,000 tested, 0.33% active; Muscarinic acetylcholine receptor M1 (Homo sapiens), P11229; CHO-K1 hM1, agonist mode; 0% DMSO, 100% acetylcholine EC100; activation, % at 3 µM;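 active means activation above the run's mean compound activation plus 3 SD, cut at about 16% in these data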;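 further: peak over basal fluorescence ratio within a 140 s kinetic read after compound addition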
CHO-K1 Ca ag: counter-screen for M1 agonists: effect in parental CHO-K1 cells; 360,000 tested, 0.48% active; activation, % at 3 µM; Fluo-8 calcium fluorescence; scaled to maximal ATP response, vehicle zero; AID 602248, 2012; in the data active means activation above about 15%;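 further: untransfected CHO-K1 host cells lacking M1 receptor as counterscreen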
TAAR1 antag: human TAAR1 antagonists, primary screen, Fluo-8 calcium fluorescence, CHO RD-HGA16 cells. inhibition, % at 3 µM. antagonist. 360,000 tested, 1.5% active;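 active means inhibition above a per-plate cutoff, the mean inhibition of test compounds on that plate plus 3 SD, cut at about 49% in these data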;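 further: 0% = DMSO plus EC80 beta-PEA response and 100% = DMSO alone without agonist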
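Test system: CHO RD-HGA16 cells bearing hTAAR1 | Reagent: β-PEA, EC80 | Compound dosing: 3 µM, single point | Schedule: Dye loading 75 min at 37 °C, then 30 min room temperature | Signal: Calcium fluorescence with Fluo-8 | Evaluation: Percent inhibition of PEA-evoked calcium signal, max/basal emission ratio | Control set: DMSO-only wells and EC80 β-PEA-stimulated wells | Repeats: Singlicate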
CHO-K1 Ca PAM: nonselective calcium activators in parental CHO-K1 cells, primary screen, counter-screen for M1 PAM project, cell-based, Fluo-8 calcium fluorescence, full deck, 1536-well | ATP EC20; 0% at ATP EC20, 100% at ATP max | activation, % at 3 µM | 360,000 tested, 0.02% active;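 active means activation above the run cutoff, the mean activation of all test compounds plus 3 SD, cut at about 40% in these data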;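 further: peak over basal fluorescence ratio in a 140 s read after ATP addition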
OXTR potentiate: human OXTR potentiators, primary screen, fluorescence, CHO-OTR cells, Fluo-8 calcium; Oxytocin receptor (Homo sapiens), P30559; Fluo-8 calcium fluorescence, potentiator mode; 0% = oxytocin EC15, 100% = EC100; activation, % at 3 µM; 320,000 tested, 0.061% active;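 active means activation above that plate's cutoff, the mean activation of tested compounds plus 3 SD, cut at about 6.6% in these data, passing the limit was not always enough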;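 further: 100% uses oxytocin at 75 nM as the full agonist control; some results filed as inactive read as strong as hits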
Target sequence (P30559 whole entry, looked up): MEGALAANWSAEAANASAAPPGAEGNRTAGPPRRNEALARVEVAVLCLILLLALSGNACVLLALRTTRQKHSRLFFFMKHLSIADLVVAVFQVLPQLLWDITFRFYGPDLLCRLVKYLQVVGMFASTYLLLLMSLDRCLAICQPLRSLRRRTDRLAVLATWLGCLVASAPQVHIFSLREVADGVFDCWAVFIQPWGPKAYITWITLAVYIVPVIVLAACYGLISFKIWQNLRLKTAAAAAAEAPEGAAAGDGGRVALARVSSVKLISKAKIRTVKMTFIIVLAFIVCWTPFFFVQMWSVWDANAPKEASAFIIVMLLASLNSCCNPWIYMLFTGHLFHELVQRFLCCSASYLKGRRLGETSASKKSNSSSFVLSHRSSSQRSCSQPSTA
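System: human OTR in CHO cells; Also added: sub-maximal oxytocin, roughly EC15; Timing: compound 6 min at room temperature before oxytocin, 100 s read; Technique: Fluo-8 intracellular calcium fluorescence, ex 470-495, em 515-575 nm; Controls: oxytocin EC15 low and EC100 high; Replication: singlicate.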
* hit, by the source's call; . = no result given.

SMILES	CHO parental Ca	TAAR1 ag	CHRM1 antagonist	CHO-K1 Ca antag	CHRM1 agonist	CHO-K1 Ca ag	TAAR1 antag	CHO-K1 Ca PAM	OXTR potentiate
CCOC(=O)c1c(C)[nH]c(C=Nc2ccc(OC)cc2)c1O	-16	11	-13	-4	-3	0.1	-14	-2	-6
O=c1c2ccccc2oc2ncccc12	7	1	-13	-13	-3	0.3	4	7	-5
COc1ccc(CNC(=O)COC(=O)c2ccc(F)c(S(=O)(=O)N3CCCCC3)c2)cc1OC	-8	3	-28	-6	0	4.4	0	1	-9
CC(Oc1ccc(C#N)cc1)C(=O)N1CC=C(c2ccccc2)CC1 (stereo not given)	-6	3	-11	-13	2	1.4	8	10	-7
Cc1cc(C(F)F)n2ncc(C(=O)N3CCc4ccccc4C3)c2n1	-7	17	-13	-4	-5	0.3	-8	-2	-16
CCOC(=O)C1=C(Cc2ccc(C)cc2)C(=O)c2ccccc2C1=O	5	54*	.	.	.	.	54*	.	-5
CN1CCN(c2ccc(CNS(=O)(=O)Cc3cccc(C(F)(F)F)c3)cc2)CC1	20	9	20	14	-2	9.2	-1	-3	-9
CC1(C)C(c2cccs2)=[N+]([O-])C2(CCCCC/C2=N\NC(N)=O)N1O (stereo not given)	6	27	5	13	0	-0.2	-4	-7	-8
COc1ccccc1-c1nc(S(=O)(=O)c2ccccc2)c(N2CCCCC2)o1	-22	3	-9	-10	-4	1.0	-1	2	-5
Nc1cc(Cl)ccc1C(=O)OCC(=O)NC1CCCCCCC1	-8	6	-14	-17	-1	-0.3	-6	10	1
COc1ccc(OC(C)C(=O)Nc2ccccc2F)cc1 (stereo not given)	8	1	-3	-9	-7	0.3	11	12	-11
COc1ccccc1/C=N/N1C(=O)c2cccc3cccc(c23)C1=O	-7	0	16	2	-5	-0.1	-3	-3	2

The list goes on (two carried over from the part before).
SMILES	CHO parental Ca	TAAR1 ag	CHRM1 antagonist	CHO-K1 Ca antag	CHRM1 agonist	CHO-K1 Ca ag	TAAR1 antag	CHO-K1 Ca PAM	OXTR potentiate
COc1ccc(OC(C)C(=O)Nc2ccccc2F)cc1 (stereo not given)	8	1	-3	-9	-7	0.3	11	12	-11
COc1ccccc1/C=N/N1C(=O)c2cccc3cccc(c23)C1=O	-7	0	16	2	-5	-0.1	-3	-3	2
Cc1ccc(NC(=O)c2nc[nH]c2C(=O)NCCCCCNC(=O)OC(C)(C)C)cc1	-33	13	5	7	2	-0.1	26	-14	-5
O=C(Nc1ccccc1)c1ccccc1NC(=O)c1ccccc1C(=O)O	-9	2	-15	-14	-1	1.0	15	27	-4
COC(=O)c1ccc(/C=N/N2CCN(Cc3ccccc3)CC2)cc1	-13	17	0	-2	-3	2.7	10	10	-9
N=c1ccn(Cc2ccc(Cl)c(Cl)c2)cc1	0	12	-7	-6	-8	-0.2	15	17	-18
CCCCCn1c(C)c2c(OCC)cccc(=O)c2c1C	-21	2	-2	2	-2	-0.1	0	-18	-4
Cn1c(=O)c2ncn(CC(=O)O)c2n(C)c1=O	-3	7	-7	-12	-2	0.7	-14	1	0
COc1ccc(-c2nnc(SCC(=O)NCC3CCCO3)o2)cc1 (stereo not given)	-3	5	-4	-2	-3	-0.1	-21	-2	4
COc1ccc(Cl)cc1Cn1c(C)c(C(=O)NCc2ccccc2C(F)(F)F)sc1=O	.	-1	14	4	-8	-0.3	-13	-9	.
Cc1ccc(S(=O)(=O)c2ccsc2NC(=O)c2ccccc2)cc1	.	1	-10	-3	-2	0.1	4	0	.
Cc1cc2cc3c(cc2nc1SCc1ccccn1)OCCO3	-12	5	-8	-5	-4	1.6	-23	2	-4
O=C(O)CCCCCN1C(=O)/C(=C\c2ccc(-c3ccc(Cl)cc3)o2)SC1=S	15	1	-10	-4	-1	1.1	9	8	-15
CCOc1ccccc1NC(=O)Cc1coc2cc(C)ccc12	-40	13	-43	-22	-1	1.0	16	40	2
O=C(N/N=C/c1ccc(Cl)cc1)c1ccc2nc[nH]c2c1	.	18	29*	5	0	4.7	53*	-4	.
S=C(NCC1CCCO1)NC12CC3CC(CC(C3)C1)C2 (stereo not given)	-6	0	-6	0	-4	0.2	11	1	-5
COc1ccc(/C=C(/NC(=O)c2ccc(Br)cc2)C(=O)Nc2cccc(C(=O)O)c2)cc1	.	1	-3	-7	-2	0.3	-30	17	.
O=c1cc(CO)occ1OCc1ccccc1	-3	4	0	5	-1	-0.1	-9	-2	-9
Cc1cccc(/C=N/n2c(-c3ccncc3)n[nH]c2=S)c1	-7	11	2	5	2	0.1	-23	-1	0
CC/C(O)=C(/C#N)c1nnc2n1CCCCC2	2	3	-3	-2	-7	-0.1	-9	9	-3
COCCNC(=O)C1(C)CCCN(Cc2cccc(OC(=O)c3ccccc3)c2)C1 (stereo not given)	.	2	-9	4	-8	-0.3	-4	-4	.
O=S1(=O)CCC(NS(=O)(=O)c2cccc3cccnc23)C1 (stereo not given)	-11	0	19	-8	-1	0.4	-7	9	-6
CC(C)C1NCCc2c1sc1ccccc21 (stereo not given)	-10	4	-1	-4	-6	2.5	-6	3	-7
COc1ccc(NC(=O)c2cc(S(=O)(=O)N3CCc4ccccc43)cn2C)c(OC)c1	-12	.	-16	0	-2	0.0	.	2	1
Cc1ccccc1-c1cc2nc(NCc3ccncc3)n(C)c(=O)c2s1	.	4	-13	-9	-4	0.7	-25	12	.
CC(C(=O)NCCC1=CCCCC1)c1ccc([N+](=O)[O-])cc1 (stereo not given)	-5	18	-11	-2	-9	2.9	3	9	-3
CC(C)CCNC(=O)Cc1c(C(=O)O)[nH]c2ccc(Cl)cc12	-9	-1	-16	-9	-3	0.7	-6	25	-7
CCN(c1ccccc1)S(=O)(=O)c1ccc(Cl)c(NC(=O)CN2CCN(C)CC2)c1	-21	0	18	-11	-8	0.9	10	7	0
N#Cc1cccc(NC(=O)c2cc(C3CCCCN3C(=O)C3CC3)on2)c1 (stereo not given)	.	4	-6	5	10	0.1	-1	10	.
O=C1c2ccccc2C(=O)N1CCOc1ccc(F)cc1	-8	4	-14	-9	-5	0.6	6	17	-6
Cc1ccc(OCCCCN2CCCCC2)cc1	.	1	-11	-6	-10	1.1	-6	10	.
CCNc1nc(OCC)nc(N2CCC(Cc3ccccc3)CC2)n1	-5	10	2	-1	-5	0.0	6	9	-8
CCC(C)NC(=O)CSc1nnc(-c2ccc(C(C)(C)C)cc2)n1C (stereo not given)	-2	1	-3	-22	-4	2.1	-10	15	-4
COc1cccc(NC(=O)[C@H](Cc2c[nH]c3ccccc23)NC(=O)[C@@H]2Cc3ccccc3CN2)c1	-12	32	-6	-4	0	0.6	50*	-3	-7
CC(C)CCNC(=O)CSc1nnc(-c2ccc(S(=O)(=O)N3CCCC3)cc2)n1C	1	4	0	-9	-1	0.5	18	17	-2
c1coc(CSCc2cn3cccnc3n2)c1	-4	6	-22	-12	-2	0.2	-14	13	-7
CC[N+]1(CC)CC2=Cc3c(ccc4ccccc34)CC2C1 (stereo not given)	-11	14	-9	-18	-5	0.3	-2	22	-4
Cc1nnc(SCc2c(Cl)cccc2Cl)s1	-9	15	-29	-10	-7	0.5	-1	21	-10

Some entries already given, limited to CHO-K1 Ca antag and CHRM1 antagonist.
SMILES | CHO-K1 Ca antag | CHRM1 antagonist
CC(C)CCNC(=O)CSc1nnc(-c2ccc(S(=O)(=O)N3CCCC3)cc2)n1C | -9 | 0
CCN(c1ccccc1)S(=O)(=O)c1ccc(Cl)c(NC(=O)CN2CCN(C)CC2)c1 | -11 | 18

Later entries.
SMILES	CHO parental Ca	TAAR1 ag	CHRM1 antagonist	CHO-K1 Ca antag	CHRM1 agonist	CHO-K1 Ca ag	TAAR1 antag	CHO-K1 Ca PAM	OXTR potentiate
COc1ccc(OCC(O)Cn2c(Nc3ccccc3)nc3c2c(=O)n(C)c(=O)n3C)cc1 (stereo not given)	-7	10	-13	-17	-3	0.9	-1	21	-3
CC1CC(C)(C)CC2(C1)NC(=O)N(CC(=O)N1CCN(S(=O)(=O)c3cccc(Cl)c3Cl)CC1)C2=O (stereo not given)	.	3	45*	12	-6	-0.4	-2	-15	.
COc1ccc(CCNC(=O)CCc2nnc(Cc3ccc4c(c3)OCO4)o2)cc1	-19	1	11	5	-5	0.1	-14	-14	-13
CCC(=O)NNc1ncnc2c1cnn2-c1cccc(C)c1	-18	3	2	-2	-3	0.1	-16	-2	-20
COc1ccc(CC2(CO)CCN(Cc3ccc4c(c3)CCO4)CC2)cc1	-27	5	-13	-5	-14	0.2	7	-15	-11
COc1cccc(C(=O)OCC(=O)c2[nH]c(C)c(C(C)=O)c2C)c1	-12	11	9	-2	1	7.2	19	-20	-13
CC1CCN(C(C(=O)Nc2ccc(C(C)C)cc2)c2ccc3c(c2)OCO3)CC1 (stereo not given)	31*	2	-7	-7	-2	0.8	-30	14	-5
COc1ccccc1Nc1ccc(NC(=O)c2cccc([N+](=O)[O-])c2C)cc1	-8	-1	3	-11	-5	1.8	51*	1	-10
CCc1ccccc1NC(=O)N[C@@H](C)C(=O)OC	-4	3	-15	-14	-4	0.3	8	13	-7
CCn1c(CNC(=O)c2ccc(OC)cc2)nnc1SC	1	3	-2	-2	-5	0.6	-19	23	-10
CCOCCCN1C(=O)CN(C2CCC(C)CC2)C(=O)C1c1ccc(C)cc1 (stereo not given)	-18	-2	-4	-8	-2	-0.5	-20	11	4
C[C@@H]1CN(C2CCN(Cc3nc(CC4CC4)no3)CC2)C[C@H](C)O1	-7	4	-7	5	-14	1.1	12	15	4
CCN(CCO)Cc1csc2ccc(Br)cc12	-8	7	3	8	-7	0.1	-2	0	-11
Cc1ccc(C(=O)C(C)OC(=O)c2n[nH]c(=O)c3ccccc23)cc1 (stereo not given)	-31	8	-11	-3	0	1.1	13	7	-8
c1ccc(CN(Cc2ccccc2)c2ncnc3c2nnn3Cc2ccccc2)cc1	-37	4	-6	-6	-1	0.2	-28	4	-12
COc1ccc(NC2=NC(C)(CO)CS2)cc1 (stereo not given)	-16	1	-12	-14	-9	1.0	0	11	-1
CC(=O)c1cccc(NC(=O)CCN2C(=O)C3CC=CCC3C2=O)c1 (stereo not given)	9	2	-4	-7	-1	0.7	-12	5	-4
